# Yfh1-depleted yeast: mitochondrial function rescue without frataxin homolog – Friedreich's ataxia, plus single-dose screen, dose response (AID 1465). fold induction at 50 µM, or EC50 in µM where a hit was titrated. S. cerevisiae Yfh1-off respiration, WST-1 reduction, 72 h; higher fold induction means a stronger effect. 0.074% of 220,000 active;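 active = fold induction of absorbance versus untreated yeast above a set limit, then at least 30% activation at any dose in follow-up; inconclusive = repeats straddling the limit, or above it without dose testing; inactive = fold induction below the set limit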;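 note: activators that raise dye reduction in frataxin-depleted yeast; strong numbers were not always called active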
# M1AAP inhibition: malaria alanyl aminopeptidase activity blockers – biochemical, fluorogenic H-Leu-NHMec substrate, 1536-well (AID 1445); 0.42% of 220,000 active; recombinant M1AAP, H-Leu-NHMec fluorogenic kinetic assay; higher % means a stronger effect; inhibition, % at 30 µM; hits with a dose series show IC50 in µM;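 active = primary inhibition above the hit cutoff, then over 50% inhibition at one or more dose response concentrations, cut at about 23% in these data, passing the limit was not always enough; inconclusive = conflicting primary data, or primary hits not chosen for dose response; inactive = low primary inhibition, or under 50% at every dose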;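 note: plate controls were DMSO full reaction for no effect and no enzyme background for full effect; strong numbers were not always called active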
# P. falciparum M17LAP: P. falciparum M17LAP inhibitors, primary screen, biochemical, fluorogenic H-Leu-NHMec substrate, 1536-well (AID 1619). recombinant M17LAP, H-Leu-NHMec fluorogenic kinetic assay; higher % means a stronger effect. 0.38% of 220,000 active. inhibition, % at 30 µM, or IC50 in µM where a hit was titrated;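 active = compound inhibiting the enzyme by more than half at any dose during confirmatory dose-response retesting; inconclusive = strong single-dose inhibitors picked by rank but not retested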;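 note: plate controls were full reaction with DMSO carrier for no effect and no enzyme background for full effect; strong numbers were not always called active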
# MT stabilizer: stabilizes microtubules in HeLa cells; 0.83% of 200,000 active; HeLa tubulin immunostaining HCS, 24 h; share of cells brighter than vehicle mean+2SD; % tubulin-high responders, % at 10 µM;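 active = plate Z-score above 3 for both tubulin-high and condensed-nucleus cell shares, with cell loss under 80%, at 10 µM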;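 note: anti alpha tubulin signal scored within the nucleus-defined area of each cell; some results filed as inactive read as strong as hits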
# Lipid droplet: hepatic lipid droplet formation modulation. AID 1656. AML12 mouse hepatocytes, oleate lipid droplets, BODIPY imaging. inhibition, % at 6.5 µM. 0.4% of 240,000 active;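 active = lipid droplet intensity inhibited by at least 50%, with more than 500 cells counted; inconclusive = wells with under 300 cells, treated as cytotoxic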
#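 Assay system: AML12 hepatocytes (mouse); Probe or stimulus: oleic acid at 100 µM to induce lipid droplet formation; Dosing: compound at 6.5 µM only; Schedule: compound with oleate, overnight; Detection: fluorescence imaging, 20x objective, two fields per well; Measure: % inhibition of lipid droplet signal.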
# Autophagy HCS: autophagy modulation, high-content screen. MEF GFP-LC3 puncta imaging; test concentration mostly 10 µM. calls only at 10 µM (by protocol). 0.98% of 190,000 active;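 active = percentage of spot-positive cells more than 3 SD above its plate mean, without a fluorescence outlier flag or 80% toxicity; inconclusive = no clear call, values can overlap the other calls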;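 note: spot-positive cell cutoff set from DMSO-treated cells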
# ER stress rescue: rescue of cells from ER stress-induced death, primary screen, 384-well, CSM14.1, thapsigargin, ATP luminescence (AID 1222); CSM14.1 thapsigargin-induced death rescue, ATP luminescence; higher % means a stronger effect; cellular ATP content (survival), % at 20 µM, or EC50 in µM where a hit was titrated; 190,000 tested, under 10 active;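 active = EC50 below 50 µM in the dose-response confirmation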;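 note: death triggered by thapsigargin at about 15 µM added after 2 h compound pretreatment; cell ATP read after overnight thapsigargin exposure of roughly 18 to 22 hours; normalized against plate controls of thapsigargin alone and 5% DMSO vehicle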
# Insulin prom up: MIN6 insulin promoter up-regulation; MIN6 insulin promoter-GFP reporter, high-content imaging; active compounds read high; z-score at 5 µM; 0.3% of 190,000 active; AID 1625;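 active = z-score above 3 at 5 µM with at least 500 cells counted in the well; inconclusive = wells under 500 cells, flagged as cytotoxic or low count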
# Dynein transport: dynein cargo transport inhibition | z-score, hits read low | 3617.4 mouse cells, GR-EGFP nuclear translocation imaging; test concentration mostly 20 µM; stimulated with dexamethasone, 1 µM; active compounds read low | 0.47% of 220,000 active;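 active = plate z-score of nuclear minus cytoplasmic receptor signal below a set negative limit, without overly bright fluorescence or cell loss, cut at about -3.5 in these data, passing the limit was not always enough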;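 note: z-score of nuclear minus cytoplasmic ring GR-EGFP intensity difference per well; some compounds called inactive have numbers as strong as hits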
#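 medium = tetracycline-free induction medium containing charcoal-stripped FBS | probe or stimulus = dexamethasone, 1.0 µM final | timing = 48 h induction, then 1 h compound, then 30 min agonist, 37 °C | detection = automated 10x imaging of fixed Hoechst-stained cells | read-out basis = nuclear versus cytoplasmic GR-EGFP signal, averaged per well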
# Dynein transport cytoplasmic EGFP: recorded beside Dynein transport, whose call it bears; z-score; measured here: cytoplasmic GR-EGFP intensity; active compounds read high
# Dynein transport nuclear GR-EGFP: further read-out of Dynein transport, marked with its call; z-score; measured here: nuclear GR-EGFP intensity;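 lower value marks the stronger effect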
# Dynein transport cell count: recorded beside Dynein transport, whose call it bears; z-score; measured here: cell count per field
# Insulin prom up cell count: second read-out of Insulin prom up, no call of its own (marks repeat the call); cell count; measured here: cytotoxicity, nuclei count;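 total cells summed across four imaged fields per well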
# Lipid droplet cells 6.5 µM: also measured in Lipid droplet; calls as there; cell count; measured here: cell count, cytotoxicity flag;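 cells counted across two imaged fields per well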
# MT stabilizer Hoechst-high %: second read-out of MT stabilizer, no call of its own (marks repeat the call); % Hoechst-high responders; measured here: nuclear condensation Hoechst responders;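 share of cells brighter than vehicle mean plus two SD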
# MT stabilizer cytotoxicity %: also measured in MT stabilizer; calls as there; toxicity, %; measured here: cytotoxicity by cell density;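 0% = mean cell density of plate MIN control wells and 100% = no cells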
# Autophagy HCS cell loss 18 h: further read-out of Autophagy HCS, marked with its call; toxicity, %; measured here: cell loss, nuclei count;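 cell loss after 18 h compound exposure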
# * hit, by the source's call; i = inactive; u = inconclusive; x = not tested or not shown. No enrichment for hits (roughly 3.5% active in at least one column).
SMILES,Yfh1-depleted yeast,M1AAP inhibition,P. falciparum M17LAP,MT stabilizer,MT stabilizer Hoechst-high %,MT stabilizer cytotoxicity %,Lipid droplet,Lipid droplet cells 6.5 µM,Autophagy HCS,Autophagy HCS cell loss 18 h,ER stress rescue,Insulin prom up,Insulin prom up cell count,Dynein transport,Dynein transport cytoplasmic EGFP,Dynein transport nuclear GR-EGFP,Dynein transport cell count
CC(=O)Nc1ccc(/C=C/c2ccc3cccc([N+](=O)[O-])c3n2)cc1,i,5%,0%,x,x,x,28,635,x,x,x,-0.72,1018,-1.1,0.045,-0.2,0.68
Cc1ccc(C)c(NS(=O)(=O)c2c(C)ccc3nsnc23)c1,i,0%,-13%,2.3,1.9,6.1,x,x,i,-23,-0.8%,0.21,992,-0.65,0.046,-0.47,-0.99
N#Cc1cnc(NOCc2ccc(Cl)cc2)nc1,i,3%,22%,3.9,2.9,4.6,8,700,i,1,x,-0.45,1330,-0.47,-0.18,-0.84,0.31
O=[N+]([O-])/C(N=Nc1ccccc1)=N\Nc1ccccc1,i,3%,8%,2.5,1.7,3.7,0,675,i,8,-0.4%,-0.32,1447,-1.2,-0.22,-0.97,0.95
O=C(NCC1(c2ccccc2)CCCC1)c1ccc(Br)o1,i,-1%,-3%,4.9,2.3,9.4,5,678,i,-7,-1.4%,-0.25,1310,0.43,-0.23,0.39,-0.28
CCc1c(C)nc(SCC(=O)N2CCCCC2C)[nH]c1=O (centres undefined),i,6%,-1%,4.7,2.6,9.5,1,677,i,9,-0.8%,0.27,1320,-0.003,-0.29,-0.058,0.15
Cc1cc(C)c(NC(=O)CCCN2CCN(C)CC2)c(C)c1,i,1%,11%,2.6,2.4,6.9,x,x,i,0,-0.5%,-1.2,1299,-0.16,-0.17,0.097,-0.03
Cc1cc2c(cc1C)NC(CC(=O)NCc1ccccc1)C(=O)N2 (centres undefined),i,8%,7%,3.5,3.4,5.7,6,712,i,-1,2.0%,x,x,-3.7,16,1.5,0.057
O=C(COC(=O)/C=C/c1cnc2ccccc2n1)NCC(F)(F)F,i,1%,11%,2.1,1.4,3.6,1,777,i,-8,3.4%,-0.96,891,-0.19,-0.2,0.53,-0.013
Cc1ccc(C(=O)Nc2cccc(C(F)(F)F)c2)cc1NC(=O)c1cnnc2ccccc12,i,13%,-1%,x,x,x,-5,665,x,x,x,1,849,-1.2,-0.77,-0.6,0.64
Cc1c(C(=O)OCC(=O)N(C)C2CCS(=O)(=O)C2)oc2ccc(Br)cc12 (centres undefined),i,0%,-3%,x,x,x,10,623,x,x,x,-0.76,1471,-0.69,-0.3,-0.54,1.3
Cc1ccc(-c2cc(C(=O)NCc3ccco3)c3ccccc3n2)o1,i,13%,16%,1.2,1.9,7.5,x,x,i,1,0.4%,x,x,-2.1,0.26,-1.2,0.42
COc1ccc2[nH]c(=O)c(CN(CCO)C(=O)NCc3ccccc3)cc2c1,i,1%,-6%,1.2,1.8,4.6,2,779,i,0,0.5%,-0.43,1267,-0.77,-0.13,-0.26,0.39
CC(C)CCNC(=O)C(c1ccco1)N(Cc1ccccc1)C(=O)c1snc(C(N)=O)c1N (centres undefined),i,-1%,1%,2.8,1.0,13,x,x,i,8,1.4%,-0.24,1228,0.38,0.0046,0.51,-0.23
CCOCCn1c(CN2CCN(c3ccccc3)CC2)nc2c1c(=O)n(C)c(=O)n2C,i,x,x,2.6,1.7,4.9,x,x,i,0,x,x,x,0.31,-0.24,0.18,-0.56
COc1ccc(Nc2ccc(S(=O)(=O)N3CCCCCC3)cc2[N+](=O)[O-])cc1,i,3%,-6%,3.4,0.9,2.1,18,530,i,-2,2.1%,-0.27,1326,0.8,-0.11,0.7,-0.46
O=C(O)CCN1C(=O)C2C3CC(C2C1=O)C1C(c2ccccc2)c2sc(=O)[nH]c2SC31 (centres undefined),i,6%,5%,2.3,1.9,10,11,729,i,-3,-2.5%,x,x,-0.33,-0.3,-0.069,0.66
Cc1noc(C)c1S(=O)(=O)N1CCCC(C(=O)NCC2CCCO2)C1 (centres undefined),i,2%,1%,2.3,1.6,6.7,x,x,i,-6,1.2%,0.4,1611,-0.75,-0.23,-0.21,0.92
COc1cc(C(=O)N2CCN(c3cccc(C)c3C)CC2)cc(OC)c1OC,i,7%,-8%,13,53,56,u,x,x,x,-0.9%,-1.5,575,-0.76,-0.092,-0.13,-0.35
CC(=O)Nc1ccc(C2=NN(CC#N)C(=O)SC2)cc1,i,7%,6%,1.5,1.0,7.1,x,x,i,12,-0.3%,0.9,1658,-0.15,-0.19,0.35,0.48
CCC(OC(=O)C(NC(=O)c1ccccc1)c1ccccc1)C(=O)Nc1cc(C)on1 (centres undefined),i,7%,2%,2.6,1.7,11,x,x,i,-6,0.2%,-0.26,1020,1.1,-0.22,0.62,-0.63
COc1ccc(CCn2c(-c3ccco3)nc3nc4ccccc4nc32)cc1,i,4%,11%,2.5,1.7,1.4,3,675,i,-2,-2.3%,-0.64,1258,-0.92,-0.19,-0.25,0.45
Cc1cc(=O)[nH]c(=O)n1Cc1ccccc1,i,1%,-1%,4.8,3.4,5.6,15,707,i,11,1.3%,-0.92,1135,-2.1,-0.26,-0.43,1.9
O=C(Nc1cccn2ncnc12)C(Cl)Cl,x,2%,-10%,2.1,2.0,6.5,x,x,i,-30,-1.1%,0.31,1453,-0.16,-0.18,0.76,-0.62
COc1ccc(NC(=O)CC2C(=O)N(c3ccc(F)cc3)C(=S)N2NC(=O)c2ccc(Cl)cc2)cc1 (centres undefined),i,7%,8%,1.2,4.0,2.9,22,674,i,8,1.3%,0.3,1295,-1.1,-0.31,-0.75,1.2
SMILES,Yfh1-depleted yeast,M1AAP inhibition,P. falciparum M17LAP,MT stabilizer,MT stabilizer Hoechst-high %,MT stabilizer cytotoxicity %,Lipid droplet,Lipid droplet cells 6.5 µM,Autophagy HCS,Autophagy HCS cell loss 18 h,ER stress rescue,Insulin prom up,Insulin prom up cell count,Dynein transport,Dynein transport cytoplasmic EGFP,Dynein transport nuclear GR-EGFP,Dynein transport cell count
CCOc1cc(/C=N/NC(=O)c2cccnc2)cc(Br)c1OCC(N)=O,i,4%,0%,4.6,1.4,6.0,10,651,i,4,-0.5%,0.71,1658,0.039,-0.27,0.12,0.38
O=C(CSc1nnc2ccccn12)NNC(=O)c1ccc(Cl)cc1,i,2%,18%,1.3,1.5,2.9,-4,687,i,-9,-0.5%,0.8,1336,-0.024,-0.39,-0.39,0.31
S=C(NCc1ccccc1Cl)NC1CCCC1,i,7%,-20%,1.1,3.4,15,-1,645,i,1,-0.6%,-0.4,1268,1.3,-0.29,0.71,-0.66
CC(=C\C(=O)O)/C(=C/c1ccccc1)C(=O)O,i,-4%,-9%,1.2,1.5,7.4,x,x,i,3,-3.1%,0.03,1453,-0.18,-0.15,-0.16,0.025
COC(=O)c1ccc(CN2CCC(CO)(Cc3ccccc3Cl)CC2)cc1,i,5%,-1%,2.0,1.3,8.5,-28,715,i,3,0.5%,0.12,1710,-1.1,-0.19,-0.64,0.56
COc1ccc(N(Cc2cc3cccc(C)c3[nH]c2=O)S(C)(=O)=O)cc1,i,34%,3%,2.6,1.5,9.8,4,778,i,-9,-0.6%,0.44,901,0.99,0.64,0.78,-0.033
COc1ccc(/C=C(/NC(=O)/C=C/c2ccccc2)C(=O)N2CCOCC2)cc1,i,1%,19%,2.2,3.1,5.4,-13,596,i,9,-0.8%,0.88,1348,0.53,-0.25,0.31,0.59
NC(=O)CSc1nc(O)cc(=O)n1-c1ccccc1,i,5%,-5%,2.3,2.7,23,-4,708,i,6,x,1.1,1255,1.9,-0.27,1.4,-0.44
COc1ccc(C2N(c3ccc(Cl)cc3)N=C(C(C)=O)N(C)N2C(C)=O)cc1 (centres undefined),i,u,-3%,5.4,4.5,5.6,-6,726,i,5,3.1%,-0.13,1236,-0.78,-0.32,-0.38,0.34
COc1ccc(N/N=C(/C(N)=O)C2=NC(C)(C)Cc3ccccc32)cc1,i,7%,11%,5.0,5.8,1.0,2,698,i,13,-7.3%,0.65,1277,-0.9,-0.32,-0.78,0.91
COc1ccc(CCNC(=O)COC(=O)C2CC2)cc1,i,-5%,-11%,2.5,2.0,2.2,6,736,i,1,-2.3%,0,1356,-0.47,-0.26,0.11,0.84
COc1ccc2c(OC)cc(-c3ccccc3)nc2c1,i,8%,-6%,4.5,2.1,4.3,-4,735,i,1,0.9%,x,x,0.28,-0.27,-0.49,0.12
O=C(/C=C/c1ccc(OCCCF)cc1)Nc1ccnc(-c2cccnc2)n1,i,5%,2%,1.6,2.5,0.4,29,734,i,-2,-1.0%,-0.26,1339,0.93,-0.004,0.68,-2.1
Cc1ccc(C)c(SCC(=O)Nc2cc(C)nn2-c2ccc(F)cc2)c1,i,-5%,-5%,4.4,1.3,9.2,-9,643,i,15,1.7%,0.05,1569,2.1,0.029,1.5,-1.5
Cc1ccc(-n2c(CNc3cccc(Cl)c3)n[nH]c2=S)cc1,i,-1%,-14%,3.3,1.8,12,3,685,i,7,-2.9%,x,x,-0.2,-0.15,-0.33,-0.25

# Assay outcomes: PubChem BioAssay, several laboratories
